# Bioassay records: PubChem BioAssay, several laboratories
# V1R ag counter = agonists of human V1a receptor, primary screen, counter-screen for OXTR agonist project, fluorescence, CHO-V1R cells | Fluo-8 calcium fluorescence, agonist mode; 0% DMSO, 100% 3 nM vasopressin | activation, % at 3 µM | 0.25% of 320,000 active | AID 2797, 2010;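 active = activation above the mean activation of all tested compounds plus 3 SD, per screening run, cut at about 20% in these data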;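 note: signal is peak over basal fluorescence ratio across a 100 second FLIPR read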
# VIM-2 inhibitor = VIM-2 metallo-beta-lactamase inhibitors, primary screen, biochemical, epi-absorbance readout, Pseudomonas aeruginosa enzyme | purified VIM-2, nitrocefin hydrolysis, epi-absorbance fluorescence | inhibition, % at 5.6 µM | 0.89% of 290,000 active;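 active = inhibition above the mean of all tested compounds plus 3 SD, cutoff set per screening run, cut at about 7.5% in these data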;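 note: red hydrolysis product quenches plate fluorescence so inhibitors raise well fluorescence; 0% = enzyme with DMSO and 100% = DMSO without enzyme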
# DNA FID counter = compounds displacing fluorescent DNA intercalator, primary screen, artefact control for HCV NS3 helicase inhibitor project, biochemical, FID fluorescence | DNA fluorescent intercalator displacement | inhibition, % at 7.9 µM | 0.17% of 290,000 active | AID 1845, 2009; in the data active = inhibition above about 37%;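 note: 0% = vehicle and 100% = reference compound; higher means more ethidium bromide displaced from hairpin DNA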
# GPR7 antag = GPR7 receptor antagonists, primary screen, cell-based, fluorescence, single concentration. Neuropeptides B/W receptor type 1 (Homo sapiens), P48145. GPR7-expressing cells, fluorescence antagonist assay. inhibition, % at 4.4 µM. 1.1% of 290,000 active. AID 1861, 2009; in the data active = inhibition above about 16%, passing the limit was not always enough;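 note: cells stimulated with the agonist NPW; 0% = agonist with vehicle and 100% = vehicle without agonist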
# Target sequence (P48145 whole entry, looked up): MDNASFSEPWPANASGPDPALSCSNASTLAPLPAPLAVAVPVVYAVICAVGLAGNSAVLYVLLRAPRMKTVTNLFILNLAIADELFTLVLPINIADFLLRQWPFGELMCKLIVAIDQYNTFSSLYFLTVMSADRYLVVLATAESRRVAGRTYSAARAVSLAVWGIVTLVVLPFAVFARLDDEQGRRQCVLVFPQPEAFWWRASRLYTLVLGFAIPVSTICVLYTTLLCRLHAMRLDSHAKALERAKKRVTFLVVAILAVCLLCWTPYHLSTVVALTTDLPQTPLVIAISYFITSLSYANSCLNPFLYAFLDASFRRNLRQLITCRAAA
# IMP-1 inh = IMP-1 metallo-beta-lactamase inhibitors, primary screen, biochemical, epi-absorbance readout, Pseudomonas aeruginosa enzyme; purified IMP-1, nitrocefin hydrolysis, epi-absorbance fluorescence; inhibition, % at 5.6 µM; AID 1556, 2009; metallo-beta-lactamase IMP-1 (Pseudomonas aeruginosa); 0.45% of 290,000 active;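 active = inhibition above the mean plus 3 SD of all compounds in the same screening run, cut at about 4.5% in these data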;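 note: 0% = IMP-1 with DMSO and 100% = DMSO wells lacking enzyme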
#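 Assay system: purified recombinant IMP-1 beta-lactamase. Input: IMP-1 0.2 nM before substrate addition. Buffer or medium: Zinc- and detergent-supplemented HEPES buffer, pH 7.1. Schedule: 25 °C, 15 min preincubation, 25 min reaction. Signal: Epi-absorbance fluorescence, 480 nm excitation, 530 nm emission. Evaluation: percent inhibition from optical density relative to buffer-blank wells.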
# NS3 helicase inh = inhibitors of HCV NS3 helicase, primary screen, biochemical, Cy5 molecular beacon fluorescence; 0.56% of 290,000 active; NS3 helicase DNA unwinding; AID 1800, 2009; Hepatitis C virus NS3 helicase; inhibition, % at 10.9 µM;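 active = inhibition above the mean of all tested compounds plus 3 SD, set per campaign, cut at about 35% in these data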;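 note: 0% = DMSO wells and 100% = thioflavine S control wells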
#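 Control set: DMSO versus 110 µM thioflavine S; Material: NS3 helicase fragment of HCV; Measured by: Cy5 fluorescence at 0 and 60 min, beacon hairpin quenching; Read-out basis: percent inhibition from t60/t0 fluorescence ratio; Times: reaction time 60 min, 25 °C; Repeats: single replicate; Compound dosing: single dose, 10.9 µM nominal final, DMSO 0.8% final.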
# GalR3 antagonist = GalR3 antagonists in HEK293 cells, primary screen, cell-based, fluorescence readout | Galanin receptor type 3 (Homo sapiens), O60755 | 0.44% of 360,000 active | HEK293 GalR3-CNG cAMP membrane potential fluorescence; galR3 body fused to GalR1 C-terminus | inhibition, % at 3 µM;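 active = inhibition above the screen-wide average plus 3 SD, cut at about 13% in these data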;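 note: forskolin and galanin both at EC90 stimulate the cells; cAMP rise reported by CNG channel membrane potential dye signal; 0% = forskolin plus galanin with DMSO and 100% = forskolin alone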
# Target sequence (O60755 1-299 limits assumed): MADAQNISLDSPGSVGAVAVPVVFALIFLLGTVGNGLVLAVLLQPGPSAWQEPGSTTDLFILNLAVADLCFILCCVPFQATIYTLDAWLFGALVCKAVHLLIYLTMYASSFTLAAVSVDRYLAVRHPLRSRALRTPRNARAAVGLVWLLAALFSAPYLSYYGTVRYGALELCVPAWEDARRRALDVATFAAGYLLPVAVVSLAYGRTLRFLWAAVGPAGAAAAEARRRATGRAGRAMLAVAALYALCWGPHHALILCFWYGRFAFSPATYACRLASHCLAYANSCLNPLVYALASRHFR
# PHOSPHO1 inh = PubChem AID 1565 | recombinant PHOSPHO1, absorbance phosphatase assay | 1.1% of 290,000 active | inhibition, % at 13.3 µM; in the data active = inhibition above about 60%
# Target sequence (Q8TCT1 whole entry, looked up): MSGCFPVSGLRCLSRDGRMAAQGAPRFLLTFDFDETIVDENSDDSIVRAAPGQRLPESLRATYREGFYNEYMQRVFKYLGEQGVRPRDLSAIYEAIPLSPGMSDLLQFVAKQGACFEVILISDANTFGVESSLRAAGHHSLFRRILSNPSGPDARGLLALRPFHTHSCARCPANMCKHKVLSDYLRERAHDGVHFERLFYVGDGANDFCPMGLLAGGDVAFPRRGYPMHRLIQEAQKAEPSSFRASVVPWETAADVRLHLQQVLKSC
# OXTR agonist = human OXTR agonists, primary screen, fluorescence, CHO-OTR cells, Fluo-8 calcium; 0.32% of 320,000 active; Fluo-8 calcium fluorescence; normalized: DMSO 0%, oxytocin 100%; activation, % at 3 µM; Oxytocin receptor (Homo sapiens), P30559;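 active = activation above the mean of all tested compounds plus 3 SD, cutoff set per screening run, cut at about 20% in these data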;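 note: peak over basal fluorescence ratio from a 100 s FLIPR kinetic read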
# Numbers without * were called inactive; nt = not tested or not shown.
SMILES,V1R ag counter,VIM-2 inhibitor,DNA FID counter,GPR7 antag,IMP-1 inh,NS3 helicase inh,GalR3 antagonist,PHOSPHO1 inh,OXTR agonist
O=C(COc1ccccc1F)NCc1ccc(-n2cccc2)cc1,-0.1,0.9,-22,-2,-1.8,0,-1,1,-2.5
Cc1ccc(NC(=O)c2ccsc2)cc1NS(C)(=O)=O,0.2,-2.6,-9,-3,-2.0,6,nt,nt,-0.2
Cc1cc2cc(C(c3nnnn3Cc3ccco3)N3CCc4ccccc43)c(=O)[nH]c2cc1C (stereo unspecified),0.4,-3.7,-22,-1,-3.4,27,-1,43,-0.1
Cc1ccccc1Cn1c2ccccc2c2cnn(CC(=O)NCc3ccccn3)c(=O)c21,3.0,-1.9,-42,-14,-1.4,5,-3,29,0.1
COc1ccc(OC)c(C2C(C(N)=O)=C(C)Nc3nc(-c4cccc(Cl)c4)nn32)c1 (stereo unspecified),-0.2,-0.6,-3,9,-1.1,-9,5,44,0.6
COC(=O)CSc1nc2cc3c(cc2cc1C)OCCO3,-1.5,-1.9,-3,-9,-2.9,-11,-7,-28,-2.5
COc1ccc(CNC(=O)CCCSc2ccccc2)cc1,-0.8,-4.4,-28,-4,-3.1,0,-7,28,-1.0
COCC(=O)N/N=C(\C)CC(=O)NCc1ccco1,0.5,-0.5,-4,-13,-2.1,-2,-2,-5,0.2
O=C(Nc1cccc(-c2nn[nH]n2)c1)c1cccs1,0.8,-0.2,-4,-12,-1.5,0,-2,15,0.5
CO/C([O-])=N/c1c[n+](-c2ccc(Cl)cc2)no1,0.7,-1.1,-5,-17,-2.0,1,-4,23,-0.3
Cc1ccc2nc(NC(=O)c3ccco3)sc2c1,1.0,-2.4,1,-2,-2.3,0,-9,2,-0.9
CC1CCCN(C(=O)Cn2c(=O)oc3ccccc32)C1 (stereo unspecified),1.3,-1.4,-2,-3,-4.2,4,-2,-10,-0.2
COc1ccc(NC(=O)CCNC(=O)Cn2cnc3ccccc3c2=O)cc1OC,0.5,-0.7,-2,-17,-1.9,-2,-6,24,0.9
O=Cc1ccc(OC(=O)CCCCC(=O)Oc2ccc(C=O)cc2)cc1,6.0,-2.8,-7,14,-0.5,13,-9,2,7.9
CCOc1ccc(NC(=O)CN2C(=O)C3CC=CCC3C2=O)cc1 (stereo unspecified),-0.7,-2.2,-2,8,-2.2,3,-2,-20,-0.5
CCc1nnc(NC(=O)c2ccc(S(=O)(=O)N3CCCCC3C)cc2)s1 (stereo unspecified),0.8,-1.6,-1,-4,-2.0,15,-8,-2,0.3
CCOC(=O)c1cc(-c2ccc(Cl)cc2)nc2c1c(C)nn2CCC#N,-0.3,-1.3,-6,3,-1.9,1,-6,27,-0.2
Cn1c(SCC(=O)Nc2cccc(F)c2)nc2c(c1=O)SCC2,7.0,1.9,-2,-5,-1.1,4,-2,3,3.5
C=CCNCCOc1cccc(Br)c1,1.7,-3.5,2,2,-4.8,-13,0,-12,0.9
COc1cccc(OC)c1C(=O)NC(C)C12CC3CC(CC(C3)C1)C2 (stereo unspecified),-0.5,-6.3,-29,7,-0.7,4,-4,17,0.7
NNC(=O)c1cccc(COc2cccc(Br)c2)c1,-0.1,-2.7,-11,2,-1.6,-10,-5,42,1.1
COc1ccc(-n2c(C)cc(C(=O)Cn3nc(C(=O)O)c4ccccc4c3=O)c2C)cc1,-0.7,-0.1,-5,-4,-0.7,1,3,-13,-2.1
CC(C)c1ccccc1OCC(=O)N1CCCCCCC1,-2.0,-0.2,-35,-1,1.2,-2,-8,nt,-2.5
CCOc1ccc(NC(=O)CSc2nnnn2-c2ccc(C(N)=O)cc2)cc1,-0.5,-0.3,-5,-6,-3.5,-3,-13,31,0.1
COc1cccc(NS(=O)(=O)c2ccc3c(c2)NC(=O)C(C)S3)c1 (stereo unspecified),12,-2.5,-16,-2,-2.6,0,-9,4,6.9
# More records follow.
SMILES,V1R ag counter,VIM-2 inhibitor,DNA FID counter,GPR7 antag,IMP-1 inh,NS3 helicase inh,GalR3 antagonist,PHOSPHO1 inh,OXTR agonist
CC1=C(C(=O)OCC(C)C)[C@]23C(=O)c4ccccc4[C@@]2(O1)OC(N)=C3C#N,-0.6,-0.4,-11,17*,-8.0,14,-5,6,-1.1
CCOC(=O)C1=CSC2=NS(=O)(=O)CCN12,-0.2,0.2,2,3,2.4,1,0,14,-0.2
CC(=O)Nc1ccc(OCC(O)CN2CCN(S(=O)(=O)c3ccc(NC(C)=O)cc3)CC2)cc1 (stereo unspecified),-0.3,-1.0,-5,-6,-3.1,5,-5,14,1.8
CCC1CN(C(=O)NCc2cccc(OC)c2)c2ccccc2O1 (stereo unspecified),nt,-0.7,-28,-12,-1.3,-11,-8,-20,nt
Cn1c(SCC(=O)NC2CC2)nnc1-c1ccccn1,-0.3,-0.8,-3,-8,-2.6,-1,-3,38,0.2
N#Cc1nc(-c2cccs2)oc1NCCc1ccccc1,-0.1,-1.7,-4,3,-1.4,-4,-1,-19,-1.5
Clc1ccc(COn2ccnc2)cc1Cl,nt,-3.6,-4,-4,-3.6,-8,-9,34,nt
CCOC(=O)N1CCN(S(=O)(=O)c2cc(OCC(N)=O)c(C)cc2Cl)CC1,1.1,-0.1,-26,1,-0.6,3,-2,5,1.2
COc1ccccc1-c1ccc(Nc2cccc(C(F)(F)F)c2)nn1,-0.6,-3.2,-3,11,-2.2,-1,2,-6,-2.0
COc1ccc(Nc2nc(C)cc(C)c2C(N)=O)c(OC)c1,0.6,-4.0,0,-15,-4.7,3,-2,29,0.2
CCCCC(c1nnnn1CC1CCCO1)N1CCN(c2ccccc2)CC1 (stereo unspecified),-1.1,-2.1,-16,1,-3.9,0,-4,-12,-1.3
O=c1cc(CN2CCN(c3ccc(F)cc3)CC2)nc2sccn12,0.9,-2.3,-5,-9,-1.5,-2,1,-3,0.1
CCc1ccc(N2CN=c3s/c(=C\c4ccccc4)c(=O)n3C2)cc1,-0.4,-0.7,-1,-12,-2.8,-7,-1,6,-1.5
O=S(=O)(/C=C/c1ccccc1)NC1CCCCCCC1,-1.2,-1.5,-26,-2,-1.7,-14,0,6,-3.4
CCC(C)NC(=O)Cn1cc2c(n1)CCC(C)C2 (stereo unspecified),0.1,1.8,0,-11,-2.9,-4,1,-12,0.4
Cc1ccc2nc(C3CCCCC3)[nH]c2c1,-1.3,-4.5,0,-1,-3.2,7,-6,nt,-2.2
Oc1ccc(C(=S)N2CCCCC2)cc1Cl,3.2,-2.5,-11,-2,0.6,7,-6,7,4.9
CCCCOC(=O)CSC1=C(C#N)C(c2cccnc2)C(C(=O)OCC)=C(c2ccccc2)N1 (stereo unspecified),0.2,-4.4,-32,7,-2.4,0,-2,25,-1.5
Cc1ccc(-n2nnnc2-c2nc3ccccc3s2)cc1,0.1,-2.1,-5,-4,-1.3,6,0,3,-1.3
O=C(CCN1C(=O)/C(=C/c2ccc(F)cc2)SC1=S)NCCCn1ccnc1,5.0,6.8,22,-12,2.3,-17,-5,10,-0.3
O=C(CCCCCNC(=O)N1CCn2c1nc1ccccc12)NCc1ccccc1Cl,0.6,-2.4,-58,16,-0.9,-13,-1,7,-2.8
Cc1nnsc1C(=O)N/N=C/c1ccc2ccccc2c1O,47*,-2.5,7,-2,-1.5,19,-1,4,67*
O=C(Cc1ccc(-n2cnnn2)cc1)NC12CC3CC(CC(C3)C1)C2,0.3,-0.5,-11,16,-0.2,-2,-8,-16,0.2
Cc1ccccc1C(=O)Nn1c(C)ccc1C,-0.4,-6.5,7,-1,-2.6,13,nt,25,-0.5
O=C(CN1CCOCC1)N(c1ccccc1)c1ccc2ccccc2c1,0.0,-1.9,-29,4,-2.5,-1,0,11,0.0

# Rewritten as tab-separated lines: two of the compounds above.
canonical_smiles	V1R ag counter	VIM-2 inhibitor	DNA FID counter	GPR7 antag	IMP-1 inh	NS3 helicase inh	GalR3 antagonist	PHOSPHO1 inh	OXTR agonist
Cc1ccc2nc(NC(=O)c3ccco3)sc2c1	1.0	-2.4	1	-2	-2.3	0	-9	2	-0.9
Cc1ccccc1C(=O)Nn1c(C)ccc1C	-0.4	-6.5	7	-1	-2.6	13	nt	25	-0.5

# (continued)
SMILES,V1R ag counter,VIM-2 inhibitor,DNA FID counter,GPR7 antag,IMP-1 inh,NS3 helicase inh,GalR3 antagonist,PHOSPHO1 inh,OXTR agonist
CCOc1ccc(NC(=O)CCSc2nnc(C)s2)cc1,-0.1,-0.3,-5,2,-0.3,7,-4,34,-0.8
Cc1cc(/C=N/n2cnnc2)c(C)n1-c1ccc(C(=O)O)cc1,0.1,0.0,7,-6,-1.3,-3,-2,-6,0.6
O=c1[nH]nc(Cc2ncc(C(F)(F)F)cc2Cl)c2ccccc12,8.0,-2.5,-15,-8,-1.6,-16,-6,38,13
COc1ccc(OC)c(N(CC(=O)NC2CCCC2)S(=O)(=O)c2ccc(OC)c(OC)c2)c1,-0.6,-2.1,-43,6,-1.9,-9,-1,13,0.1
COc1ccc(C(=O)NC(=S)N(Cc2ccccc2)Cc2ccccc2)cc1,-1.3,-2.2,-13,-8,-2.6,9,-2,-6,-1.7
COc1ccc(OC)c(S(=O)(=O)CC(=O)c2cc3ccc(OC)cc3oc2=O)c1,-0.4,-0.1,-30,-9,4.4,27,nt,17,-0.2
COCCNC(=O)c1cc(OC)c(OC)cc1[N+](=O)[O-],0.2,-1.3,-3,-11,-1.5,5,-1,46,0.5
CCc1nc(SCC(=O)NCc2ccc(F)cc2)c2c(=O)n(C)c(=O)n(C)c2n1,-0.1,-3.7,-4,-6,-3.5,0,nt,-6,-0.3
Cc1ccc(S(=O)(=O)Oc2ccc(/C=C(/NC(=O)c3ccccc3)C(=O)NC(C)C(=O)O)cc2)cc1 (stereo unspecified),-0.5,-1.4,-32,-15,-1.1,17,-4,14,0.1
Cc1nc(NC(=O)CSc2nnnn2Cc2ccccc2)sc1C,2.4,-0.8,-18,-2,-4.9,2,-4,23,1.3
O=C(Cn1c(C(F)(F)F)nc2ccccc21)N=Nc1c(O)[nH]c2ccc(Br)cc12,0.9,-0.4,1,-5,-1.5,11,4,13,0.2
Cn1nnc2sc3c(c2c1=O)CCCC3,-0.9,-0.7,-7,-14,-3.0,15,-3,-8,-0.6
C=CCNC(=S)Nc1cc(Cl)ccc1OC,-0.5,-2.6,-3,-9,-3.2,-3,-3,-16,0.7
CC1=CC2=NC(=O)CC(C)(C(=O)N(CC(=O)NC(C)(C)C)C3CCCC3)N2C=C1 (stereo unspecified),0.3,-0.6,-1,3,-2.5,2,-3,10,0.2
CC(=O)c1c(C)[nH]c(C(=O)CSc2nnc(-c3ccc(Cl)cc3)n2CC2CCCO2)c1C (stereo unspecified),-0.6,-1.3,-27,-9,-4.5,-1,2,40,-1.3
